Bioassay records as filed in PubChem BioAssay.
miR122 inh: miR-122 inhibition in Huh7 cells; Huh7 miR-122 Renilla luciferase sensor, 48 h; neutral wells = 0, positive control = 100; activation (reporter increase), % at 12.5 µM; actives 0.3% (n = 340,000); AID 602342;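 active = mean replicate activation score at least 90 and every replicate individually at or above 90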;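 also: higher luciferase means less miR-122 activity so hits act as miR-122 inhibitors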
An asterisk follows results filed as active. Only part of the results is shown; count on the stated rates, not on these rows.

structure	miR122 inh
Cc1c(C#N)c2ncn(CC#N)c(=O)c2n1-c1ccccc1	1.8
CC1(C)Oc2ccc3ccc(=O)oc3c2C(N2CCCCC2)C1O (configuration not stated)	-12.6
CC1(C)Cc2nc3oc4c(NCc5ccccc5)ncnc4c3cc2CO1	23.3
O=C(CN(c1cccc(C(F)(F)F)c1)S(=O)(=O)c1ccc(Cl)c([N+](=O)[O-])c1)NCc1ccccc1	-2.2
CCn1nnnc1SCC(=O)Nc1ccc(OC)cc1	5.4
CC(C)(O)C(=O)NN(C(=O)c1ccccc1)c1cccc(Br)c1	-2.4
COc1ccc(NC(=O)c2cccc(C#N)c2)cc1NS(=O)(=O)c1ccc(F)cc1	3.0
CCCC(=O)Oc1ccccc1C1SCc2cc(C)c(C)cc2CS1	-0.8
O=C(NC1CCCc2ccccc21)C1CCN(S(=O)(=O)c2cccc3nsnc23)CC1 (configuration not stated)	-4.0
O=S(=O)(c1ccc(Cl)nc1)N1CCN(Cc2ccc3c(c2)OCO3)CC1	-1.7
CCOc1ccccc1NC(=O)Cn1cnc2c(cnn2-c2ccc(C)c(C)c2)c1=O	-0.7
O=C(COc1ccc2ccccc2c1)NNC(=O)Cc1cccc2ccccc12	-4.0
CC(=O)Nc1ccc(C2=NNC(=Nc3cccc(S(=O)(=O)N(C)C)c3)SC2)cc1	-15.2
CC(C)CCn1cnc2c(cnn2-c2ccc(Cl)cc2)c1=O	-13.0
O=C(O)c1ccc2cccc(Cl)c2c1O	0.9
O=C(CCCC(=O)OCC(=O)c1ccc(Cl)cc1Cl)Nc1cc(C(F)(F)F)ccc1Cl	-5.9
O=C(Cn1cc(C(=O)c2cccs2)c2ccccc21)NCc1cccs1	0.3
COc1cc(N2CCCC2)c(OC)cc1/C=C(/C#N)c1ccc(F)cc1	-2.9
CCN1C(=O)C2(C(C#N)=C(N)Oc3n[nH]c(-c4ccc(Cl)cc4)c32)c2ccccc21 (configuration not stated)	-2.7
CCCCOCCCNc1ncnc2c1[nH]c1ccccc12	13.2
CCn1c2ccccc2c2nnc(SCC(=O)c3ccccc3)nc21	-3.0
COC(=O)c1c(NC(=O)Cc2cccs2)sc2c1CCC(C)C2 (configuration not stated)	2.4
COc1ccc(NC(=O)CC2C(=O)OCC3CCCCN32)cc1Cl (configuration not stated)	3.9
O=C(COc1ncnc2c(Cl)cc(Cl)cc12)NC1CCCCCC1	-1.7
Cc1ccc(NC(=O)c2cc3ccccc3o2)cc1S(=O)(=O)N(C)C	3.3
O=C(Cc1ncc(C(F)(F)F)cc1Cl)Nc1ccc(F)cc1	-0.6
CC1Cc2nc(SCC(=O)Nc3ccc(F)cc3F)n(C)c(=O)c2S1 (configuration not stated)	-2.8
COc1cc(C(=O)N2CCN(C/C=C/c3ccccc3)CC2)cc(OC)c1OC	10.0
COc1cc(-c2nc(-c3ccc(NC(=O)c4ccc(Br)o4)cc3)no2)cc(OC)c1OC	-4.0
CCCN(CCC)C(=O)Cn1c(=O)n(CCCCC(=O)NC2CCCC2)c(=O)c2ccccc21	7.7
CN1CCN(/C=N/C2=C(C#N)C(c3ccccc3)C3=C(CC(C)(C)CC3=O)O2)CC1 (configuration not stated)	0.8
CC(C)C(=O)Nc1nnc(CCc2nnc(NC(=O)C(C)C)s2)s1	-5.3
Cc1cc(NC(=O)c2ccc(N3C(=O)CCC3=O)cc2)no1	1.8
COCC(C)NC(=O)NC1(C(F)(F)F)Oc2ccc(Cl)cc2O1 (configuration not stated)	1.2
COc1cccc(NC(=O)CSCc2n[nH]c(=O)[nH]2)c1	-8.5
CCCN(Cc1cc2cc(C)ccc2[nH]c1=O)C(=O)c1cccc(OC)c1	-3.8
O=C(CCn1c(=O)[nH]c2ccsc2c1=O)N1CCc2ccccc2C1	-3.3
COc1ccc(/C=C2\Oc3cc(OCC(=O)N4CCC[C@H]4C(=O)O)ccc3C2=O)c(OC)c1	9.2
COC(=O)CCC(=O)OC1(C)C(=O)C2=CN(c3ccc(OC)cc3)C(c3ccc(OC)cc3)=CC2=C(Br)C1=O (configuration not stated)	-4.4
COC(=O)C1C2C=CC3(CN(Cc4cccs4)C(=O)C13)O2 (configuration not stated)	3.6
Cc1ccc(OCC(=O)Nc2ccccc2N2CCOCC2)c(C)c1	-5.5
COc1ccc(C(CNC(=O)c2oc3cc(C)c(Cl)cc3c2C)N2CCCCC2)cc1 (configuration not stated)	-5.5
O=C(Nc1ccc2c(c1)OCCO2)C1CCN(S(=O)(=O)c2cccc3nsnc23)CC1	0.0
CCCCN(C(=O)NC(=O)Nc1ccccc1OC)S(C)(=O)=O	7.1
CC1(NC(=O)c2cc(S(=O)(=O)N3CCCCC3)ccc2Cl)CCS(=O)(=O)C1 (configuration not stated)	-2.7
COC(=O)C1=C(C)N=C2SCCC(=O)N2C1c1ccc(C(=O)OC)cc1 (configuration not stated)	7.3
O=S(=O)(Nc1ccc2c(c1)nc1n2CCOC1)c1ccc(Cl)cc1	4.7
Fc1ccc(NC(=S)NCCc2ccccc2)c(F)c1F	7.8
Cn1c(-c2ccc(Br)cc2)cnc1NCc1cccnc1	12.0
COc1ccc(C(=O)N2CCN(C(=O)c3ccco3)CC2)cc1	-2.2
O=C(OCCN1C(=O)c2ccccc2C1=O)c1cc(=O)[nH]c2ccccc12	-1.9
CCN(Cc1ccccc1)C(c1ccccn1)c1nnnn1C(C)(C)CC (configuration not stated)	5.7
Cc1ccsc1C(=O)OCC(=O)c1cc2ccccc2o1	-2.2
O=S1(=O)CCN2C(=N1)SC1=C2CCN(Cc2ccccc2)C1	-2.4
Cc1nn(C)c(C(=O)NNC(=S)NCc2ccco2)c1Cl	-13.2
COc1ccc(NCc2nnc(SCC(=O)c3ccc(OC)cc3)o2)cc1	-13.0
COc1ccc(NC(=O)COC(=O)CCCc2c[nH]c3ccccc23)cc1	-36.2
Cc1nc2cc(O)ccc2n1C	-4.1
O=C(c1ccc(CN2CCc3ccccc3C2)cc1)N1CCCCC1	25.3
COc1c(C)cc(Br)cc1C(=O)Nc1ccc(N2CCN(S(C)(=O)=O)CC2)cc1	-5.8

New compounds follow.
structure	miR122 inh
COc1cc(OC)cc(C(=O)N2CCN(C(=O)COc3ccc4ccccc4c3)CC2)c1	-2.5
CCc1ccc(C(=O)COC(=O)c2cnccn2)cc1	-6.0
C=C(Cl)COc1cc(C)cc2oc(=O)cc(CC)c12	0.6
CCOC(=O)c1c(C)nc2sc3c(=O)n(-c4ccc(C(C)=O)cc4)nnc3c2c1-c1ccc(OC)cc1	-2.9
COC(=O)c1ccc(NC(=O)CSc2nnc(COc3c(C)cccc3C)o2)cc1	-7.6
CC(=O)c1sc(NC(=O)CN2C(=O)CCC2=O)nc1C	-5.3
Cc1nc2nc(Cc3ccccc3)nn2c(C)c1Cl	-2.8
Cc1cc2c(c(=O)n1CCCn1ccnc1)C(c1ccco1)C(C#N)=C(N)O2 (configuration not stated)	1.6
CC(C)OC(=O)CSc1nc2cc3c(cc2cc1C#N)OCO3	2.6
O=C(Oc1cccc(/C=N/Nc2nc(N3CCOCC3)nc(N3CCOCC3)n2)c1)c1ccco1	-6.8
c1ccc(-n2nnnc2Oc2cccc3cccnc23)cc1	9.6
COc1ccccc1C(OC(=O)c1cccs1)C(=O)NCc1ccco1 (configuration not stated)	-3.9
COC(=O)c1ccccc1NC(=O)Nc1nnc(N2CCCCC2C)s1 (configuration not stated)	1.6
CN(CC(=O)Nc1ccncc1)S(=O)(=O)c1ccccc1	-5.2
Cc1oc2nc(SCC(=O)NCCCO)nc(N)c2c1C	0.7
Cc1ccc(C)c(N2CCN(C(=O)CCS(=O)(=O)c3cccc4nonc34)CC2)c1	-4.9
CCCn1nnc(NC(=O)c2cc(Br)ccc2OC)n1	12.8
CCSC1(SCC)N=C(N)C2(C#N)C(c3ccc(F)cc3)C12C#N (configuration not stated)	-6.3
COC(=O)c1c(O)c2ccccc2[nH]c1=O	-1.8
CC1=C(C(=O)OC(C)C)C(c2ccc(N(C)C)cc2)C2=C(CC(C)(C)CC2=O)N1 (configuration not stated)	150.2*
COc1cc2[nH]c(=O)n(CCC(=O)NCc3cccnc3)c(=O)c2cc1OC	-0.3
CCOC(=O)N1CCN(c2c(-c3ccc(C(C)C)cc3)c(=O)c2=O)CC1	-23.9
COc1ccccc1C=NC(CO)C(O)c1ccc([N+](=O)[O-])cc1 (configuration not stated)	-7.6
COC(=O)c1ccc(NC(=O)CN(c2ccc(OC)cc2)S(C)(=O)=O)cc1	-0.5
O=C(c1ccco1)N1CCN(Cc2cccc(F)c2)CC1	-9.8
COc1ccc(C2C(C(=O)N3CCCC3)CC(=O)N2c2ccc(OC)cc2)cc1 (configuration not stated)	-2.2
O=C(O)c1ccn(Cn2cnc3ccccc32)n1	-1.1
Cc1nc(CC(=O)N2CCN(c3cccc(C)c3C)CC2)cs1	-5.7
C=CCn1c(SCC(=O)Nc2cccc(C)c2)nnc1-c1cnccn1	0.9
O=C(CCN1C(=O)c2ccccc2C1=O)N1CCC(c2ccccc2)C1 (configuration not stated)	19.3
COC(=O)c1cc(COc2ccc3ccc(=O)oc3c2)c(C)o1	0.6
Cc1ccccc1OCc1nnc(SCC(=O)Nc2ccc3c(c2)oc2ccccc23)n1C	2.2
CCNC(=O)Nc1cc2nc(C)n(Cc3ccc(Br)cc3)c2nc1C	1.0
Cc1cc(C)nc(SCC(=O)Nc2ccc(N3CCOCC3)c(Cl)c2)n1	0.9
COc1cccc(NC(=O)COc2ccc(S(=O)(=O)NC(C)C)cc2)c1	23.5
COc1cc2ccccc2cc1C(=O)Nc1ccc(S(=O)(=O)Nc2cc(C)on2)cc1	-0.9
COc1ccc(NS(=O)(=O)c2ccc3oc4ccccc4c3c2)cn1	26.2
COc1ccc(-c2nnc(SCC(=O)Nc3cc(C)on3)n2N)cc1OC	10.2
CN(Cc1ccccc1)C(=O)Cn1cccc1C(=O)c1ccccc1	-0.3
C#CCOc1c(Br)cc(/C=N/O)cc1OCC	31.4
CCOC(=O)c1csc(NC(=O)c2cc(OC)c(OC)c(OC)c2)n1	-3.9
CC(C)C(=O)OCC(=O)Nc1ccc2c(c1)CCC2	-0.7
CCCCSc1nnc(-c2ccc(OC)cc2)n1C	0.8
Cc1ccc(C(=O)NCc2ccccn2)cc1Cl	-4.4
Cc1nc2cncc(Br)c2n1C	12.6
Cc1[nH]n(-c2ccccc2)c(=O)c1C(C[N+](=O)[O-])c1ccc(Br)cc1 (configuration not stated)	-3.1
O=C(Nc1ccc(N2CCN(Cc3ccccc3)CC2)cc1)c1cccnc1	-6.2
O=C(CC1NC(=O)NC1=O)Nc1ccc(Cl)cc1 (configuration not stated)	2.1
COc1cc(NS(=O)(=O)c2ccc(NC(=S)NC(=O)c3sc4ccccc4c3Cl)cc2)nc(OC)n1	-3.6
O=C(CCn1cnc2ccccc2c1=O)Nc1ccc(Cl)c(Cl)c1	0.8
O=C(O)c1ccc(CNCc2c(Cl)cccc2Cl)cc1	-4.1
Cc1ccc(Cl)cc1NC(=O)CCn1cccc1	-0.9
CC(=O)Nc1cccc(NC(=O)CCc2ccccc2)c1	12.6
Cc1ccc2nc(C)/c(=N\O)c(C)nc2c1	0.6
CCCS(=O)(=O)N1CCN(Cc2ccc([N+](=O)[O-])cc2)CC1	-2.3
COc1ccc(-c2cc3nc[nH]c(=O)c3s2)cc1	12.1
O=C(Oc1cc(Cl)ccc1Cl)c1ccc(N2CCOCC2)c([N+](=O)[O-])c1	-8.3
CC(C)Cc1nc2n[nH]c(N)c2c2c1CCCC2	4.3
COc1cccc(-c2nnc(-c3ccco3)o2)c1	-9.0
COCCCN1C(=O)c2ccc(C(=O)Nc3ccccc3OC)cc2C1=O	-1.8

Taken from above.
CC1(NC(=O)c2cc(S(=O)(=O)N3CCCCC3)ccc2Cl)CCS(=O)(=O)C1 (configuration not stated) in miR122 inh is entered as -2.7
CCCC(=O)Oc1ccccc1C1SCc2cc(C)c(C)cc2CS1 in miR122 inh is entered as -0.8
CCCN(CCC)C(=O)Cn1c(=O)n(CCCCC(=O)NC2CCCC2)c(=O)c2ccccc21 in miR122 inh is entered as 7.7
COc1cccc(NC(=O)CSCc2n[nH]c(=O)[nH]2)c1 in miR122 inh is entered as -8.5

(cont.)
structure	miR122 inh
CC(=O)c1ccc(NC(=O)C2(c3ccccc3)CCOCC2)cc1	-1.3
O=C(C1Cc2ccccc2CN1S(=O)(=O)c1ccc(F)cc1)N1CCCCC1 (configuration not stated)	29.7
COc1ccc(/C(O)=C2/C(=O)C(=O)N(CCCN(C)C)C2c2ccc(Cl)cc2)cc1OC (configuration not stated)	-2.2
O=C(CCNS(=O)(=O)c1cccs1)N1CCCCCC1	-1.8
CCOC(=O)c1cnn2c(C(F)(F)F)cc(-c3cn(C)nc3C)nc12	-11.3
COC(=O)c1c(C(=O)NCc2ccccc2)ncn1CC(O)COc1ccccc1 (configuration not stated)	6.1
O=S(=O)(NCCc1ccccc1)c1ccc(Cl)nc1	26.6
O=C(C1CCCN(S(=O)(=O)c2ccc(F)cc2)C1)N(Cc1cccs1)C1CC1 (configuration not stated)	18.5
Nc1c(-c2ccccc2Cl)cnn1-c1cccc([N+](=O)[O-])c1	1.7
Cc1ccccc1-c1cc2c(nn1)-c1ccccc1C2=O	10.8
Cc1ccc(OCCCCn2cnc3ccccc32)c(C)c1	-9.0
CCC(C)NC(=O)C1c2ccccc2C(=O)N(c2ccc(OC)cc2)C1c1ccc(OC)cc1 (configuration not stated)	1.6
C/C(=N\NS(=O)(=O)c1ccc(C)cc1)c1ccc(C)s1	31.9

Three entries from above, ordered by the number in miR122 inh, falling.
structure	miR122 inh
COC(=O)c1c(C(=O)NCc2ccccc2)ncn1CC(O)COc1ccccc1 (configuration not stated)	6.1
O=C(CCNS(=O)(=O)c1cccs1)N1CCCCCC1	-1.8
Cc1ccc(OCCCCn2cnc3ccccc32)c(C)c1	-9.0
